Compound activity from PubChem BioAssay.
M4 PAM: potentiates acetylcholine response at human M4 receptor; P08173; CHO-K1 hM4/Gqi5, Fluo-8 calcium fluorescence, ACh EC20; 0% = ACh EC20, 100% = maximal ACh; activation, % at 3 µM; 360,000 tested, 0.4% active;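 active = activation above its plate's cutoff, the mean activation of sample wells plus 3 SD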; also: some results filed as inactive read as strong as hits
Target sequence (P08173 whole entry, looked up): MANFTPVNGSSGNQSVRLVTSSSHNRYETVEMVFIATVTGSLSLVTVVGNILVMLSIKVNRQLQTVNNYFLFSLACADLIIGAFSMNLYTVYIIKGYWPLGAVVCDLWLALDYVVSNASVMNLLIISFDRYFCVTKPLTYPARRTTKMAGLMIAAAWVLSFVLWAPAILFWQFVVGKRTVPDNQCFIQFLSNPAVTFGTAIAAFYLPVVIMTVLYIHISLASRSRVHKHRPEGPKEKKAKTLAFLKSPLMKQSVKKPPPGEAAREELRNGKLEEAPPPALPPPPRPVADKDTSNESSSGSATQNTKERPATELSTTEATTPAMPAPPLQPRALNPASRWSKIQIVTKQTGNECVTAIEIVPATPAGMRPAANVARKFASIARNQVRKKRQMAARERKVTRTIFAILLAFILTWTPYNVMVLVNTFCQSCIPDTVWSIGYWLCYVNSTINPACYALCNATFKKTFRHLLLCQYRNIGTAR
TAAR1 antagonist: antagonists of human TAAR1. Q96RJ0. CHO RD-HGA16 TAAR1, Fluo-8 calcium fluorescence, antagonist. inhibition, % at 3 µM. 360,000 tested, 1.5% active. AID 624466;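 active = inhibition above a per-plate cutoff, the mean inhibition of test compounds on that plate plus 3 SD, cut at about 49% in these data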;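 also: 0% = DMSO plus EC80 beta-PEA response and 100% = DMSO alone without agonist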
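Assay system: CHO-derived RD-HGA16 cells stably expressing human TAAR1 plus Gα16. Timing: 140 s kinetic read after compound, 140 s after agonist. Technique: kinetic Fluo-8 calcium fluorescence measurement. Measure: % inhibition of agonist calcium response.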
CRFR2-BP antag: CRF-BP/CRF-R2 complex antagonism | inhibition, % at 11.8 µM | 350,000 tested, 0.59% active | HEK293 CRF-R2/CRF-BP, CRF-induced calcium fluorescence | AID 588475;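 active = inhibition of the ligand-induced calcium signal above about 50% at the single tested concentration, limit read from the data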
M5 antag: antagonists of human muscarinic M5 receptor (CHRM5); P08912; CHO-hM5 cells, Fluo-8 calcium fluorescence, ACh EC80; inhibition, % at 3 µM; 360,000 tested, 0.59% active; AID 624040;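 active = inhibition above a per-plate cutoff, the mean of that plate's test compounds plus 3 SD, cut at about 27% in these data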;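 also: 0% = acetylcholine EC80 with DMSO and 100% = DMSO without agonist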
Target sequence (P08912 whole entry, looked up): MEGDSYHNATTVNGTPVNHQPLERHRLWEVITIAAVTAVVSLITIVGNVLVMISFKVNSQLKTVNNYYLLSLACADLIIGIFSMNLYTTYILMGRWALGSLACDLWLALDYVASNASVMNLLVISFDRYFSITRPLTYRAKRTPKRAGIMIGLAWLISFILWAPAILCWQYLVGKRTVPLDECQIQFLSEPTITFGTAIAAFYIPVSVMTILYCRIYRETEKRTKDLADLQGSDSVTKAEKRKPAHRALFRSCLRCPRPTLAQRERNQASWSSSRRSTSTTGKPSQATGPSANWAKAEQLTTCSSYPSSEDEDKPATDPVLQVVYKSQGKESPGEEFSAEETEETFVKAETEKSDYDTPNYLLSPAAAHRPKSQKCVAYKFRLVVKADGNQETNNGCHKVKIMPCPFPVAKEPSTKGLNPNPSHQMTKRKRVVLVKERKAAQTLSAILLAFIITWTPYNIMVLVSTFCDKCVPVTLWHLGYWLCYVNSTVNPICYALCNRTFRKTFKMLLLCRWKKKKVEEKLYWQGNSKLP
CHO-K1 Ca PAM: M1 PAM counterscreen hit in parental CHO-K1 cells | ATP EC20, Fluo-8 calcium fluorescence; 0% at ATP EC20, 100% at ATP max | activation, % at 3 µM | 360,000 tested, 0.02% active | AID 602247;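 active = activation above the run cutoff, the mean activation of all test compounds plus 3 SD, cut at about 40% in these data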;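 also: peak over basal fluorescence ratio in a 140 s read after ATP addition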
M5 PAM: CHRM5 positive allosteric modulation. 360,000 tested, 0.3% active. AID 624038. CHO-K1 hM5, Fluo-8 calcium, ACh EC20 PAM; 0% = ACh EC20, 100% = ACh EC100. activation, % at 3 µM. P08912;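 active = activation above the run cutoff, the mean activation of all test compounds plus 3 SD, cut at about 18% in these data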
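Measured by: Fluo-8 calcium fluorescence; material: human M5 receptor in CHO-K1 cells; schedule: Post-acetylcholine fluorescence recording 140 s; benchmarks: low control EC20 acetylcholine (0%), high control EC100 acetylcholine (100%); read-out: Max/basal fluorescence ratio as % of EC20–EC100 ACh window; compound: single dose, 3 µM nominal final test concentration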
TAAR1 agonist: human TAAR1 agonism | Q96RJ0 | CHO RD-HGA16 TAAR1, Fluo-8 calcium fluorescence; vehicle wells 0%, saturating PEA agonist 100% | activation, % at 3 µM | 360,000 tested, 0.99% active | AID 624467;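 active = activation above the mean activation of all test compounds in the run plus 3 SD, cut at about 38% in these data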
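test system = CHO RD-HGA16 cells carrying human TAAR1 plus Gα16 | schedule = 17-24 h seeding, 75 min 37 °C dye, 30 min RT | compound dosing = 3 µM single concentration | control set = DMSO and PEA EC100 | replicates = n 1 | signal = Fluo-8 fluorescence, 5 s baseline then 140 s kinetic read | measure = percent activation vs PEA EC100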
CRFR2-BP ag: agonists of human CRF-binding protein/CRF-R2 receptor complex; HEK293 CRF-R2/CRF-BP, calcium dye fluorescence (FLIPR); percent of saturating CRF peptide response; activation, % at 13.2 µM; 350,000 tested, 0.46% active; AID 588473;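 active = activation of at least 50%, plus an integration ratio under a set limit after plate pattern correction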;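 also: plate controls were neutral control wells without compound for no effect and CRF at EC100 for full effect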
M5 ag: CHRM5 agonism in calcium assay; CHO-K1 hM5 cells, Fluo-8 calcium fluorescence; 0% DMSO wells, 100% maximal acetylcholine response; activation, % at 3 µM; 360,000 tested, 0.19% active;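 active = activation above the run's mean over test compounds plus 3 SD, cut at about 23% in these data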;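 also: signal is peak over basal fluorescence ratio across the kinetic read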
Numbers without * were called inactive.

Results for NNC(=O)c1cc(Cl)ccc1Cl ?
M4 PAM: 3.3; TAAR1 antagonist: -0.4; CRFR2-BP antag: -4.8; M5 antag: -0.3; CHO-K1 Ca PAM: 28.3; M5 PAM: -0.5; TAAR1 agonist: 0.9; CRFR2-BP ag: -0.7; M5 ag: -1.0

Results for O=C(COc1ccc(F)cc1Br)NCCCN1CCCC1=O ?
M4 PAM: 3.1; TAAR1 antagonist: -0.8; CRFR2-BP antag: -2.0; M5 antag: 7.7; CHO-K1 Ca PAM: -8.3; M5 PAM: -2.2; TAAR1 agonist: 10.6; CRFR2-BP ag: -2.6; M5 ag: 3.0

What do the screens show for `CCOc1ccc(NC(=O)CN2C(=O)CSc3ccc(S(=O)(=O)N4CCOCC4)cc32)cc1`?
M4 PAM: -2.3; TAAR1 antagonist: -6.0; CRFR2-BP antag: 3.5; M5 antag: -3.7; CHO-K1 Ca PAM: 4.6; M5 PAM: 1.4; TAAR1 agonist: -0.8; CRFR2-BP ag: -2.0; M5 ag: -5.3

What do the screens show for `O=C(Oc1ccc[nH]c1=O)c1ccccc1`?
M4 PAM: 3.2; TAAR1 antagonist: -21.4; CRFR2-BP antag: -10.7; M5 antag: 5.8; CHO-K1 Ca PAM: -13.4; M5 PAM: 0.0; TAAR1 agonist: 1.4; CRFR2-BP ag: 7.4; M5 ag: 0.6

Results for Cc1cc(C)c(NC(=O)/C(C#N)=C/c2ccc(OCc3ccc(F)cc3)cc2)c(C)c1 ?
M4 PAM: 3.6; TAAR1 antagonist: 18.1; CRFR2-BP antag: -54.2; M5 antag: 23.3; CHO-K1 Ca PAM: 0.6; M5 PAM: -3.2; TAAR1 agonist: 1.6; CRFR2-BP ag: 2.8; M5 ag: -3.9

Results for COc1cccc(CN2CCN(C3CCN(c4ccccc4C)CC3)CC2CCO)c1 (centres undefined) ?
M4 PAM: -8.1; TAAR1 antagonist: 5.8; CRFR2-BP antag: -5.3; M5 antag: 13.1; CHO-K1 Ca PAM: 24.4; M5 PAM: -6.9; TAAR1 agonist: 0.3; CRFR2-BP ag: 1.0; M5 ag: -6.5

Results for COc1cccc(-c2cnc(C(O)c3ccc(-c4ccccc4)cc3)[nH]2)c1 (centres undefined) ?
M4 PAM: 7.1; TAAR1 antagonist: -1.8; M5 antag: 1.7; CHO-K1 Ca PAM: -3.2; M5 PAM: -0.3; TAAR1 agonist: 3.5; M5 ag: -0.3

What do the screens show for `COCCCNC(=O)C1CCN(S(=O)(=O)c2c(C)noc2/C=C\c2ccc(OC)cc2)CC1`?
M4 PAM: -3.9; TAAR1 antagonist: 3.9; CRFR2-BP antag: 13.0; M5 antag: 0.0; CHO-K1 Ca PAM: 2.2; M5 PAM: 0.1; TAAR1 agonist: -0.3; CRFR2-BP ag: 0.6; M5 ag: 0.3

What do the screens show for `Cc1cccc(NC(=O)CSc2n[nH]c(-c3ccncc3)n2)c1`?
M4 PAM: -3.6; TAAR1 antagonist: -26.0; CRFR2-BP antag: 9.7; M5 antag: 6.5; CHO-K1 Ca PAM: 0.6; M5 PAM: -1.2; TAAR1 agonist: 2.3; CRFR2-BP ag: 0.5; M5 ag: -1.6

How did COc1ccc(C2=NOC(Cn3nc(-c4ccccc4C)cc3C(=O)O)C2)cc1 (centres undefined) do in these assays?
M4 PAM: 9.9; TAAR1 antagonist: -4.2; CRFR2-BP antag: -0.8; M5 antag: 0.3; CHO-K1 Ca PAM: 5.7; M5 PAM: 10.7; TAAR1 agonist: 0.2; CRFR2-BP ag: 0.5; M5 ag: 2.5

Results for COc1ccc(N2C(=O)CC(Nc3ccc(F)cc3)C2=O)c([N+](=O)[O-])c1 (centres undefined) ?
M4 PAM: 0.6; TAAR1 antagonist: 4.1; CRFR2-BP antag: -1.0; M5 antag: 0.8; CHO-K1 Ca PAM: -17.7; M5 PAM: 9.1; TAAR1 agonist: 2.1; CRFR2-BP ag: -1.8; M5 ag: 1.7

Results for C=CCOc1ccc(/C=C/C(=O)OCC(=O)NCCCc2ccccc2)cc1 ?
M4 PAM: 5.5; TAAR1 antagonist: 8.6; CRFR2-BP antag: 6.0; M5 antag: 11.1; CHO-K1 Ca PAM: -8.2; M5 PAM: -7.5; TAAR1 agonist: 2.0; CRFR2-BP ag: 0.1; M5 ag: 3.4

Results for COc1ccc(C2CCN(Cc3cccnc3)CC2O)cc1 (centres undefined) ?
M4 PAM: 0.3; TAAR1 antagonist: -18.0; CRFR2-BP antag: 21.1; M5 antag: -7.4; CHO-K1 Ca PAM: 15.9; M5 PAM: 1.2; TAAR1 agonist: 6.5; CRFR2-BP ag: -0.6; M5 ag: -7.3

Results for CC(C)CC(=O)NC1(C(F)(F)F)C(=O)Nc2c1c(=O)n(C)c(=O)n2C (centres undefined) ?
M4 PAM: 3.8; TAAR1 antagonist: -6.4; CRFR2-BP antag: 13.8; M5 antag: -8.9; CHO-K1 Ca PAM: 4.2; M5 PAM: 3.0; TAAR1 agonist: 5.3; CRFR2-BP ag: -0.2; M5 ag: 1.3

How did CCCN1C/C(=C/c2ccc3c(c2)OCO3)C(=O)/C(=C/c2ccc3c(c2)OCO3)C1 do in these assays?
M4 PAM: -2.6; TAAR1 antagonist: 2.0; CRFR2-BP antag: -19.2; M5 antag: 5.7; CHO-K1 Ca PAM: 20.8; M5 PAM: -2.0; TAAR1 agonist: 7.3; CRFR2-BP ag: 6.9; M5 ag: -2.3

How did O=C(CCC1CCN(Cc2ccccc2Cl)CC1)NC1CC1 do in these assays?
M4 PAM: -6.0; TAAR1 antagonist: -1.6; CRFR2-BP antag: 4.5; M5 antag: 8.5; CHO-K1 Ca PAM: -0.6; M5 PAM: 4.1; TAAR1 agonist: 5.2; CRFR2-BP ag: 2.1; M5 ag: -15.2

Results for Cn1ncc2c(=S)nc(Cl)[nH]c21 ?
M4 PAM: 10.5; TAAR1 antagonist: -21.9; CRFR2-BP antag: 12.2; M5 antag: 10.7; CHO-K1 Ca PAM: 8.9; M5 PAM: 13.8; TAAR1 agonist: 1.7; CRFR2-BP ag: -2.1; M5 ag: 5.2

What do the screens show for `COc1ccc(NC2=C(Cl)C(=O)N(c3ccccc3)C2=O)c(OC)c1`?
M4 PAM: -6.4; TAAR1 antagonist: 11.1; CRFR2-BP antag: 16.6; M5 antag: -2.6; CHO-K1 Ca PAM: 15.5; M5 PAM: -1.2; TAAR1 agonist: 0.2; CRFR2-BP ag: 0.2; M5 ag: 1.5

How did CC(=O)Nc1cc2c(cc1Cl)-c1ccccc1C2 do in these assays?
M4 PAM: 3.3; TAAR1 antagonist: 13.3; CRFR2-BP antag: -5.6; M5 antag: 15.2; CHO-K1 Ca PAM: -12.7; M5 PAM: -6.0; TAAR1 agonist: 0.3; CRFR2-BP ag: -0.9; M5 ag: -2.8

How did COC(=O)c1c(NC(=O)CCN2CCOCC2)sc2c1CCCC2 do in these assays?
M4 PAM: -3.1; TAAR1 antagonist: 3.5; CRFR2-BP antag: 16.7; M5 antag: 1.7; CHO-K1 Ca PAM: 10.9; M5 PAM: 0.1; TAAR1 agonist: -0.3; CRFR2-BP ag: -1.9; M5 ag: -0.5

How did CCOC(=O)C1CCN(C(=O)c2[nH]c3ccc(OC)cc3c2C)CC1 do in these assays?
M4 PAM: -5.1; TAAR1 antagonist: 1.9; CRFR2-BP antag: 18.0; M5 antag: 3.7; CHO-K1 Ca PAM: -23.9; M5 PAM: -4.9; TAAR1 agonist: 9.5; CRFR2-BP ag: 0.8; M5 ag: -2.3

What do the screens show for `Cc1ccc(C(CCN)c2ccco2)cc1` (centres undefined)?
M4 PAM: 0.2; TAAR1 antagonist: 1.7; CRFR2-BP antag: -1.0; M5 antag: 5.5; CHO-K1 Ca PAM: 10.7; M5 PAM: -3.4; TAAR1 agonist: 7.1; CRFR2-BP ag: 0.3; M5 ag: -11.8

How did CCN(CC(=O)Nc1ccccc1OC)CC(=O)Nc1ccccc1-c1ccccc1 do in these assays?
M4 PAM: 0.0; TAAR1 antagonist: -19.9; CRFR2-BP antag: 12.7; M5 antag: 0.8; CHO-K1 Ca PAM: 8.0; M5 PAM: 6.8; TAAR1 agonist: 2.2; CRFR2-BP ag: -2.6; M5 ag: -5.0

Results for O=S(=O)(Nc1cccc(-n2cnnn2)c1)c1ccccc1 ?
M4 PAM: 2.3; TAAR1 antagonist: -21.2; CRFR2-BP antag: -5.8; M5 antag: -10.0; CHO-K1 Ca PAM: 12.2; M5 PAM: 5.9; TAAR1 agonist: 6.3; CRFR2-BP ag: 0.1; M5 ag: 0.3

How did COc1ccc(NC(=O)CCC(=O)Nc2nnc(C(F)(F)F)s2)c(OC)c1 do in these assays?
M4 PAM: 2.3; TAAR1 antagonist: -2.7; CRFR2-BP antag: 7.2; M5 antag: -1.9; CHO-K1 Ca PAM: -4.9; M5 PAM: 6.2; TAAR1 agonist: 10.2; CRFR2-BP ag: -1.9; M5 ag: 1.8

How did CN(C)C(=O)CSc1nnc(NC(=O)CCc2ccccc2)s1 do in these assays?
M4 PAM: -0.6; TAAR1 antagonist: -0.6; CRFR2-BP antag: -11.6; M5 antag: -1.4; CHO-K1 Ca PAM: 11.6; M5 PAM: 9.8; TAAR1 agonist: 1.3; CRFR2-BP ag: -2.5; M5 ag: -0.7

Results for COC(=O)c1cc(Br)c(=O)n(-c2ccc(OC)cc2)c1 ?
M4 PAM: 3.3; TAAR1 antagonist: -22.4; CRFR2-BP antag: -1.0; M5 antag: -2.9; CHO-K1 Ca PAM: -6.0; M5 PAM: 4.4; TAAR1 agonist: 4.7; CRFR2-BP ag: 1.6; M5 ag: 0.8

What do the screens show for `CC(=O)C1=C(c2ccc(Br)cc2)C(=O)c2ccccc2C1=O`?
M4 PAM: -7.4; TAAR1 antagonist: 2.1; CRFR2-BP antag: 14.6; M5 antag: 6.1; CHO-K1 Ca PAM: 19.9; M5 PAM: -6.4; TAAR1 agonist: 9.9; CRFR2-BP ag: -5.9; M5 ag: -3.7

Results for O=[N+]([O-])c1cccnc1Oc1cc(Cl)c(Cl)cc1Cl ?
M4 PAM: 0.5; TAAR1 antagonist: -3.6; CRFR2-BP antag: -3.5; M5 antag: 13.7; CHO-K1 Ca PAM: 18.7; M5 PAM: 0.2; TAAR1 agonist: -1.9; CRFR2-BP ag: 2.6; M5 ag: 1.4

How did Cn1c(NC2CCCCC2)c(N=O)c(=O)n(C)c1=O do in these assays?
M4 PAM: 3.4; TAAR1 antagonist: -8.8; CRFR2-BP antag: 3.1; M5 antag: -0.3; CHO-K1 Ca PAM: -3.1; M5 PAM: 6.1; TAAR1 agonist: 1.4; CRFR2-BP ag: -0.7; M5 ag: -3.8
